High-throughput results (PubChem)
rTrxR1 inhibitor: qHTS Assay for Inhibitors of Mammalian Selenoprotein Thioredoxin Reductase 1 (TrxR1): qHTS | Thioredoxin reductase 1, cytoplasmic (Rattus norvegicus), O89049 | recombinant rTrxR1, NADPH fluorescence consumption, selenite substrate | Potency, µM (titrated, usually from 114 µM), for inactives: at the top dose activity change, negative = inhibition, actives largely listed as inhibitors | 1% of 390,000 active; note: % is set by controls: 0 for no effect and ±100 for the full control effect; nearly all actives have a fitted effect of over 65% in size
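Rat TrxR1 (90 nM in the dispensed reagent) was pre-reduced with 400 uM NADPH for 5 min at room temperature, then incubated with compound for 15 min. After 400 uM selenite was added, NADPH fluorescence (Ex 340/Em 450 nm) was followed for 8 min.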
Pin1 inhibitor: qHTS Assay to Find Inhibitors of Pin1; Peptidyl-prolyl cis-trans isomerase NIMA-interacting 1 (Homo sapiens), Q13526; Pin1 FP peptide displacement, HiFluor488, 10 min; Potency, µM (top dose mostly 115 µM), without a hit: at the top dose activity, negative = inhibition, most hits filed as inhibitors; 0.009% of 390,000 active; active = well fitted inhibition curve with a large enough effect in the polarisation, with a control signal flat, not every such curve was filed as active; inconclusive = small, poorly fitted or top-dose-only effect, or effect the other way, or a change in a side signal; inactive = no such curve, though single readings can be large or run the other way; the % refers to the polarisation; note: % is set by controls: 0 for no effect and ±100 for the full control effect
RGS4 inhibitor: Inhibitors of Regulator of G Protein Signaling (RGS) 4: qHTS | 0.039% of 390,000 active | Transcreener GDP fluorescence polarization, RGS4-accelerated GTP hydrolysis | Potency, µM (series often up to 114 µM), for the others: top-dose activity change, negative = inhibition, most hits filed as inhibitors; note: % is set by controls: 0 for no effect and ±100 for the full control effect; nearly all actives have a fitted effect of over 75% in size; some results filed as inactive show a strong effect at the top dose
Target sequence (P49798 whole entry, looked up): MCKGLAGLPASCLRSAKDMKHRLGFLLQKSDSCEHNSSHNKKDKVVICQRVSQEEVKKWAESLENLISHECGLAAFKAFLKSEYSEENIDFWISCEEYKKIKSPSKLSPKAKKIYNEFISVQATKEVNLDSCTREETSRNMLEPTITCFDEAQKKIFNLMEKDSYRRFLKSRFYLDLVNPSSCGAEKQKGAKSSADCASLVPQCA
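MLSMR compounds (23 nl, pin-transferred) preincubated 10 min at room temperature with a 500nM (2x) first reagent, then RGS4 at 900nM (2x) plus Transcreener GDP mix added; fluorescence polarization (620/688 nm) read before and after 90 min at 30 °C.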
12-LOX inh: Primary qHTS assay for inhibitors of human arachidonate 12S-lipoxygenase (ALOX12): Round 2 | Polyunsaturated fatty acid lipoxygenase ALOX12 (Homo sapiens), P18054 | purified 12hLO, xylenol orange hydroperoxide absorbance | Potency, µM (top dose mostly 108 µM), inactives show at the top dose activity change, negative = inhibition, most hits filed as inhibitors | 1.1% of 580,000 active | AID 1671190, 2021; note: % is set by controls: 0 for no effect and ±100 for the full control effect
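Hydroperoxide product was detected by ferrous iron/xylenol orange as the 573 to 405 nm absorbance ratio. Arachidonic acid at 40 uM (final) was turned over for 30 min at room temperature by 150 nM human 12hLO, pH 7.0 Hepes buffer, after 15 min compound preincubation.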
ERG Ets-DNA blk: qHTS for Small Molecule Inhibitors of the ERG Ets/DNA interaction | fluorescence polarization, His-ERG Ets domain / labelled DNA | Potency, µM (series often up to 76.9 µM), inactives show at the highest dose FP activity, negative = inhibition, usual class: inhibitors | 0.028% of 370,000 active; active = well fitted inhibition curve with a large enough effect in the polarisation, with a control signal flat; inconclusive = small, poorly fitted or top-dose-only effect, or effect the other way, or a change in a side signal; inactive = no such curve, though single readings can be large or run the other way; the % refers to the polarisation;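 note: polarization taken with two DNA probes labelled with fluorescein and Texas red; % of control where 0% means no effect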
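His-tagged ERG Ets domain (1 uM in the protein solution; 300mM KCl, 50mM Tris-HCl, 1mM EDTA, 1mM DTT, pH 7.5) received compound, then a probe mix of 5 nM fluorescein-DNA and 100nM Texas-615-DNA. Fluorescence polarization was read for both dyes.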
PGK inhibitor: qHTS Assay to Find Inhibitors of Phosphoglycerate Kinase | PGK/GAPDH coupled, Kinase-Glo luminescence, 60 min | Potency, µM (top dose mostly 57.5 µM), without a hit: at the highest dose activity change, negative = inhibition, most hits filed as inhibitors | 0.043% of 380,000 active | AID 602233, 2012; note: % is set by controls: 0 for no effect and ±100 for the full control effect; nearly all actives have a fitted effect of over 60% in size
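Luminescent ATP detection (Kinase-Glo Plus) follows a 60-minute room-temperature incubation, with wells lacking PGK as controls. Buffer: 100 mM TEA (pH 7.6), 5 mM MgCl2, 0.01% Tween-20. Coupling enzyme GAPDH (100 nM final) supplies unstable 1,3-BPG in-well.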
GLS inhibitor: qHTS for Inhibitors of Glutaminase (GLS); Glutaminase kidney isoform, mitochondrial (Homo sapiens), O94925; GLS enzymatic activity, qHTS titration; 0.21% of 410,000 active; Potency, µM (highest dose often 45.5 µM), without a hit: top-dose activity change, negative = inhibition, most hits filed as inhibitors; note: % is set by controls: 0 for no effect and ±100 for the full control effect
Target sequence (O94925 whole entry, looked up, canonical isoform): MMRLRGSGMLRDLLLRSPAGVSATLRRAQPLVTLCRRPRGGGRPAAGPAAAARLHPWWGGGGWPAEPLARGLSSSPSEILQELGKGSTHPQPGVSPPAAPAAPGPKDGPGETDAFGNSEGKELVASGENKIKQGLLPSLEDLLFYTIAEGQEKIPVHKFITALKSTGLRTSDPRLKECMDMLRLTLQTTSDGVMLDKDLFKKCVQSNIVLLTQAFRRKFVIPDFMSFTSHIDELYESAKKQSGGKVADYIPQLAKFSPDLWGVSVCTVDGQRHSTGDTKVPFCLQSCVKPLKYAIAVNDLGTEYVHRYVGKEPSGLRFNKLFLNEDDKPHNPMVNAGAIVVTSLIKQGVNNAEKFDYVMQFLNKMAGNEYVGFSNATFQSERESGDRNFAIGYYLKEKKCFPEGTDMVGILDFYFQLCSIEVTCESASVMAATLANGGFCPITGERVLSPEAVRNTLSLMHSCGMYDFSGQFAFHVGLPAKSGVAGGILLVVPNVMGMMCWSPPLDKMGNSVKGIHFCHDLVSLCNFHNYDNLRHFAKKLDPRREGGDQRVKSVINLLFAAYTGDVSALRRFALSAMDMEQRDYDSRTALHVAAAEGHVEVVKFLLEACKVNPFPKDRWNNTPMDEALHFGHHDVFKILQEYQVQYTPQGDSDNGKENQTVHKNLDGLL
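hKGA in 45 mM KH2PO4 pH 8.2, 0.02% Tween-20 with pin-transferred compounds; 1 mM L-glutamine (stock) plus glutamate oxidase/HRP/Amplex Red coupling added. Fluorescence read initially and after 30 min at RT.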
HP1b binding inh: HTS for Inhibitors of HP1-beta Chromodomain Interactions with Methylated Histone Tails | Chromobox protein homolog 1 (Homo sapiens), P83916 | AlphaScreen HP1-beta / biotin-H3K9me3 peptide binding | Potency, µM (highest dose often 114 µM), for inactives: top-dose activity change, negative = inhibition, usual class: inhibitors | 0.56% of 390,000 active; note: nearly all actives have a fitted effect of over 70% in size; inactives centre near 23
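AlphaScreen: HP1-beta (50 nM) preformed 30 min with biotin-H3(1-18)K9me3 peptide (50 nM) in PBS pH 7.4, 0.01% Tween-20. Compound added for 30 min at RT, then streptavidin donor/nickel chelate acceptor beads (10 ug/mL) for 30 min.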
JMJD2A Tudor inh: qHTS Assay for Inhibitors of JMJD2A-Tudor Domain | 4.4% of 390,000 active | AlphaScreen JMJD2A-Tudor / H3K4me3 peptide binding | Potency, µM (doses to about 114 µM), inactives show at the top dose activity change, negative = inhibition, usual class: inhibitors | Lysine-specific demethylase 4A (Homo sapiens), O75164 | AID 504339, 2011; note: % is set by controls: 0 for no effect and ±100 for the full control effect; nearly all actives have a fitted effect of over 50% in size
Starred values were filed as active, the others as inactive; i = inactive; u = inconclusive; x = no result given; & = joins results of further samples; [ ] = remark or other dose. Unless noted, calls come from the whole dose curve; as a rule, active = well fitted curve in the direction sought with a large enough effect; inconclusive = small, poorly fitted or top-dose-only effect, or another doubt; inactive = no such curve, though single readings can be large; an effect the other way counts as inactive or inconclusive. Potency is the fitted concentration of half-maximal effect. The list is partial (hit frequency here may not be typical).

rTrxR1 inhibitor	Pin1 inhibitor	RGS4 inhibitor	12-LOX inh	ERG Ets-DNA blk	PGK inhibitor	GLS inhibitor	HP1b binding inh	SMILES	JMJD2A Tudor inh
11%	u	10%	23%	5%	-3%	0%	21%	CCn1cc(NC(=O)Nc2ccccc2C(=O)OC)c(C(N)=O)n1	-18%
17%[57.1 µM]	-4%	-2%	17%	-8%	0%	-11%	39%[activator]	Cc1nnc(Cn2cnc3c2c(=O)n(C)c(=O)n3C)o1	6%
3%[57.1 µM]	-1%	18%	-8%	-10%	-9%	-8%	18%	CCOC(=O)c1c(NC(=O)c2ccccc2C(=O)O)sc2c1CCCC2	-17%
19%[11.4 µM]	-1%	-35%	0%	-5%	-2%	1%	31%[activator]	O=C(NCC1CCCO1)C1c2ccccc2Oc2ccccc21 (stereo unspecified)	-5%
13%&5%	-1%&-2%	15%&6%	0%&-8%	13%&-4%	-8%	-8%&5%	26%&38%	Cc1ccc2c(c1)c1c(c(=O)n(-c3ccccc3)c(=O)n1CC(=O)NCC1CCCO1)n2C (stereo unspecified)	-14%&2%
6%[57.1 µM]	3%	17%	154%[activator]	-3%	3%	6%	35%	COCCn1ccc(O)c(Cc2ccc(Cl)cc2)c1=O	6%
-2%	u	-1%	-14%	1%	1%	-15%	4%	Cc1ccc(S(=O)(=O)/C(C#N)=C/c2c(N3CCN(Cc4ccccc4)CC3)nc3ccccn3c2=O)cc1	-28%
14%	15%	0%	-27%	-1%	i	-9%	32%	O=S(=O)(Nc1ccc(Cl)cc1)c1cccc(S(=O)(=O)c2ccc(Cl)c(Cl)c2)c1	-6%
23%	0%	-4%	-18%	0%	-4%	-13%	31%	COc1cc(OC)cc(-n2c(=O)[nH]c3cc(C(=O)NCCc4ccc(C)cc4)ccc3c2=O)c1	3%
1%	2%	21%	-5%	3%	-10%	3%	14%	CC(=O)NCCc1cc2cc(C)c(C)cc2[nH]c1=O	-22%
11%	4%	-21%	u	4%	-2%	-4%	60%[activator]	O=C(NCC1CCCO1)c1cn(Cc2ccccc2)nc1-c1ccc(Cl)cc1 (stereo unspecified)	-2%
25%	u	-5%	424%[activator]	9%	-1%	1%	9%	COc1ccc(-n2c(Cc3cccn3C)nnc2SCC(=O)Nc2ccccc2C)cc1	-33%
9%[57.1 µM]	-1%	23%	6%	-6%	-5%	5%	23%	CCOC(=O)c1[nH]c(C)c(C(=O)OCC(=O)N(C)C2CCS(=O)(=O)C2)c1C (stereo unspecified)	-12%
-7%[57.1 µM]	2%	0%	4%	-9%	x	-3%	37%[activator]	Nc1cc(N)nc(SCC(=O)N2CCN(C(=O)c3ccco3)CC2)n1	2%
-19%	1%	-7%	u	x	-7%	10%	4%	C=Cc1cc2c(cc1O)CCC1C2CCC2(C)C(O)CCC12 (stereo unspecified)	-26%
23%	0%	-5%	-10%	x	-10%	-2%	15%	COC(=O)CSc1nsc(SCC(=O)OC)c1C#N	-1%
4%	6%	-19%	-9%	-1%	-8%	-5%	5%	O=C1Nc2ccccc2N(O)N1c1cc(-c2cccc(Cl)c2)no1	-21%
12%	-2%	-21%	2%	-3%	i	1%	9%	COc1ccccc1CCC(=O)Nc1cc(S(=O)(=O)N2CCOCC2)ccc1N1CCCC1	-21%
7%[57.1 µM]	1%	-30%	-19%	-7%	i	17%	10%	S=C(NCc1ccccn1)Nc1ccccc1Cl	u
27%[57.1 µM]	-5%	4%	-8%	6%	-5%	0%	8%	COC(=O)c1cc(-c2ccccc2)n(CCN)c1C	-31%
-2%[57.1 µM]	9%	u	-18%	9%	i	26%	8%	Cc1cc(N2CCN(C)CC2)nc2ccc(NC(=O)c3cccnc3Cl)cc12	-29%
1%	-1%	-40%	-6%	8%	i	0%	3%	O=C(c1cc(S(=O)(=O)N2CCOCC2)ccc1Cl)N1CCC(Cc2ccccc2)CC1	-24%
-7%	-5%	2%	15%	-6%	5%	11%	35%	COc1cc2ccccc2cc1C(=O)Nc1cc(C)ccn1	3%
18%[11.4 µM]	47%[activator]	0%	1%	28%	-5%	0%	42%[activator]	Cc1ccc(NC(=O)COc2ccccc2C=O)cc1Cl	-15%
2%&-7%	-6%&-7%	26%&28%	-30%	-2%	3%	6%	79%&83%[activator]	CCC/C=C1/CCCOC(C(=O)NCc2ccccc2)(C(F)(F)F)C1 (stereo unspecified)	27%&39%
-11%	5%	-34%	0%	-2%	-5%	x	62%[activator]	O=C1CC(SCc2nc3ccccc3[nH]2)C(=O)N1c1ccc(F)c(Cl)c1 (stereo unspecified)	3%
u	-4%	4%	-14%	6%	0%	-11%	44%	Cn1nnnc1SCc1cn2cccnc2n1	0%
16%	41%[activator]	5%	0%	-11%	-8%	16%	21%	CCOC(=O)c1ccc(NS(=O)(=O)c2cc(Br)cc3c2N(C(C)=O)C(C)C3)cc1 (stereo unspecified)	-16%
11%[57.1 µM]	1%	9%	-13%	-2%	18%	-3%	48%[activator]	O=C(OCc1nnc(-c2ccc(Br)cc2)o1)c1cncc(Br)c1	11%
6%[57.1 µM]	-2%	-21%	-28%	-5%	-4%	9%	1%	COc1cc(NC(=S)Nc2ccc(N(C)C(C)=O)cc2)cc(OC)c1	-15%
39%[activator]	5%	4%	-18%	-12%	-2%	-10%	31%	COc1ccc(-c2oc3ccc(-c4cc(OC)c(OC)c(OC)c4)cc3c2-c2ccc(OC)nc2)cc1	-19%
-4%	0%	-9%	-12%	-18%	-8%	-3%	7%	CCNc1nnc(SCC(=O)c2cc(C)n(C3CC3)c2C)s1	-33%
11%	4%	10%	229%[activator]	-1%	i	1%	157%[activator]	COC(=O)c1c(C)oc2ccc(OC(=O)c3cccs3)cc12	59%[activator]
6%	4%	10%	47%[activator]	6%	-12%	11%	31%	CCN(Cc1ccncc1)Cc1cn[nH]c1-c1cc(OC)c(OC)c(OC)c1	-18%
-16%	5%	27%	u	6%	i	0%	21%	CCCC1=NN(c2ccc([N+](=O)[O-])cc2)C(=O)/C1=C/N(C)C	-16%
6%[57.1 µM]	7%	-15%	-15%	6%	i	-25%	23%	N#Cc1cccc(NC(=O)COC(=O)c2cc(S(=O)(=O)Nc3ccccc3Cl)ccc2O)c1	-18%
u	4%	-3%	-21%	-2%	9%	0%	24%	COC(=O)Cn1c(CN2CCN(C(=O)c3ccco3)CC2)nc2c1c(=O)n(C)c(=O)n2C	0%
22%	-3%	-3%	2%	3%	-7%	1%	14%	CCOC(=O)N1CCN(C(=O)CN2C(=O)NC(C)(c3ccc4ccccc4c3)C2=O)CC1 (stereo unspecified)	-10%
-10%[57.1 µM]	1%	16%	-18%	9%	7%	2%	28%	CN(CC(=O)Nc1ccc(Cl)cc1)CC(=O)Nc1ccc(F)c(F)c1F	-5%
2%[57.1 µM]	-5%	23%	-7%	1%	i	11%	-3%	COc1cccc(OCC(O)CN2CCN(c3ccc(Cl)cc3)CC2)c1 (stereo unspecified)	u
